High-throughput results deposited in PubChem by several laboratories.
C8 TRAIL sens: caspase-8 TRAIL sensitization; inhibition (viability loss, TRAIL sensitization), % at 10 µM; actives 1% (n = 360,000); NB7+C8 cells + TRAIL, ATPlite viability luminescence;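 active = compounds causing at least 50% loss of cell viability in the single-dose screen, relative to plate controls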
KKLEB cytotox: reduces viability of KKLEB cystic fibrosis airway cells; AID 602141; activity change (cytotoxicity), % at 5 µM; KKLEB CF airway cells viability, ATPlite luminescence, overnight; hits give low values; cells stimulated with P. aeruginosa culture filtrate; actives 0.36% (n = 360,000);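 active = corrected activity change at or below -50% at 5 µM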
NR5A2 inv ag: suppresses constitutive activity of human LRH-1; HEK293T StAR-luciferase reporter, LRH-1 transfected, 24 h; inhibition, % at 3.6 µM; O00482; actives 0.13% (n = 360,000); AID 602396;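 active = inhibition above the mean inhibition of all tested compounds plus 3 SD, cut at about 73% in these data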;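 note: 0% = DMSO wells and 100% = reporter-only cells lacking LRH-1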
LMP1 NFkB inh: inhibitors of Epstein-Barr LMP1-induced NF-kappaB reporter | inhibition, % at 12.5 µM | actives 0.69% (n = 350,000) | LMP1-induced NF-kappaB luciferase reporter cells, luminescence; in the data active = inhibition above about 41%;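 note: 0% = neutral control wells and 100% = reference inhibitor control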
SRC3 inh: inhibitors of human steroid receptor coactivator 3 (SRC3). AID 588352. actives 0.17% (n = 360,000). Q9Y6Q9. HEK293 GAL4-SRC3 luciferase reporter, luminescence. inhibition, % at 3.6 µM;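 active = inhibition above a per-campaign cutoff, the mean of all compounds plus 3 SD, cut at about 60% in these data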;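 note: 0% = DMSO-treated cells and 100% = gossypol-treated cells at 36 µM; higher means less SRC3-driven luciferase light from the GAL4 reporter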
NCOA2 inhibitor: inhibits human steroid receptor coactivator 2; Q15596; HEK293 GAL4-SRC2 luciferase reporter, luminescence; actives 0.17% (n = 370,000); inhibition, % at 9 µM;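 active = inhibition above the mean inhibition of all tested compounds plus 3 SD, set per campaign, cut at about 52% in these data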;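 note: 0% = DMSO treated cells and 100% = cells given Gossypol at 36 µM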
Target sequence (Q15596 whole entry, looked up, the tested form may be a part): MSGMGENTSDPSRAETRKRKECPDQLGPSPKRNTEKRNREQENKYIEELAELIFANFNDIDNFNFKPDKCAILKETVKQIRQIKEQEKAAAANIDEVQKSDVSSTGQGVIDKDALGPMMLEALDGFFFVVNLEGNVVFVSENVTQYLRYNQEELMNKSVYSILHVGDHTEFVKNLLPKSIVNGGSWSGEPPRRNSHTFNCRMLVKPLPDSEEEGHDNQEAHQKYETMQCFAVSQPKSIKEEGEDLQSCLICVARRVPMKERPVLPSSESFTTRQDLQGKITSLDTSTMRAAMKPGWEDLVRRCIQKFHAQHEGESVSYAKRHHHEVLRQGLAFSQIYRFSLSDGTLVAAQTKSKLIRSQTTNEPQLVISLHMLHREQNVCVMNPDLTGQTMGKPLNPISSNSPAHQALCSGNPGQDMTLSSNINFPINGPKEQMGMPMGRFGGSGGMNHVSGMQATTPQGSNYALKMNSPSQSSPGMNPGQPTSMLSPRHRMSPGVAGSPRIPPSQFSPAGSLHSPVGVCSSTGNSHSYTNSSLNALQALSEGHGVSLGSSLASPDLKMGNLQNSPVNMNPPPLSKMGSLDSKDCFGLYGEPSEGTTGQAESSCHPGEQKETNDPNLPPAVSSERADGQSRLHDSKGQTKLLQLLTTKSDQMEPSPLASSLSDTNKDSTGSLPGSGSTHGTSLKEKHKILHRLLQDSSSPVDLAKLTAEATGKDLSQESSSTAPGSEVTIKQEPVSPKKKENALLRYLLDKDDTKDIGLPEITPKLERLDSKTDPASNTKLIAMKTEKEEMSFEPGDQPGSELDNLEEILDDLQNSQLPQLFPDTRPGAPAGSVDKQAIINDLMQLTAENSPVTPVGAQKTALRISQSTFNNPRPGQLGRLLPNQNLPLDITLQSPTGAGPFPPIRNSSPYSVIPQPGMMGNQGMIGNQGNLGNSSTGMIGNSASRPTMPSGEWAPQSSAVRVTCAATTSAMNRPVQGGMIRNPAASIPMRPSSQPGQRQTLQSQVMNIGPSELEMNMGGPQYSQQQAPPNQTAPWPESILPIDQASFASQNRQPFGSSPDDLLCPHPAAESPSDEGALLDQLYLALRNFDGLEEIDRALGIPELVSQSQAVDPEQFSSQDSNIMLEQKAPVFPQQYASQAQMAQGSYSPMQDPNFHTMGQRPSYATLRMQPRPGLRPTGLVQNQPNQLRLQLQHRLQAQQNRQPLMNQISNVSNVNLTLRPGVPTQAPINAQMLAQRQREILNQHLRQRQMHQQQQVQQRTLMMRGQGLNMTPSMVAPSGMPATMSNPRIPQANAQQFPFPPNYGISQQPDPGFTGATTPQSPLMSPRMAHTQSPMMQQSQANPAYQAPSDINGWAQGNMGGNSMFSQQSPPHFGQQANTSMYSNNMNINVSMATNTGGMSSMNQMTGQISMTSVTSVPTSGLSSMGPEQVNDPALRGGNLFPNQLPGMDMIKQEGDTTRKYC
NCOA1 inh: human NCOA1 inhibition; Q15788; HEK293 GAL4-SRC1 luciferase reporter, luminescence; inhibition, % at 3.6 µM; actives 0.12% (n = 360,000);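 active = inhibition above the campaign mean plus 3 SD, with each screening campaign given its own cutoff, cut at about 60% in these data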;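 note: 0% = DMSO treated cells and 100% = gossypol at 36 µM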
COUP-TFII inh: inhibitors of human COUP-TFII (NR2F2); AID 686940; HEK293T NGFI-A luciferase reporter, luminescence; P24468; inhibition, % at 8.6 µM; actives 0.7% (n = 370,000);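 active = inhibition above a per-plate cutoff, mean inhibition of test wells between control levels plus 3 SD, cut at about 38% in these data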;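 note: cells cotransfected with COUP-TFII expression vector driving the NGFI-A reporter; 0% = median of COUP-TF2 test wells and 100% = reporter-only cells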
TWEAK Fn14 block: inhibitors of TWEAK-Fn14 interaction signaling. actives 2% (n = 360,000). inhibition, % at 10 µM. AID 1159606. TWEAK-stimulated Fn14 reporter cells, luciferase luminescence, 8 h; in the data active = inhibition above about 50%
TROY signal inh: blocks TROY-dependent signaling in reporter cells. actives 0.98% (n = 360,000). Q293 LMP1-TROYcd NF-kB luciferase reporter, 4 h. inhibition, % at 10 µM. AID 1347056;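 active = compounds whose plate-normalised and pattern-corrected inhibition of the luciferase reporter signal at the single screening dose is 50% or more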
CF NFkB inh: blocks PAF-induced NF-kB reporter in cystic fibrosis cells | actives 0.86% (n = 360,000) | AID 588850 | KKLEB NF-kB-GFP reporter, GFP fluorescence overnight | inhibition, % at 5 µM;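 active = at least 50% inhibition at 5 µM, scaled per plate between neutral and stimulator controls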;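 note: PAF is a Pseudomonas aeruginosa culture filtrate used as stimulus; plate controls were PAF-stimulated DMSO wells for no effect and unstimulated DMSO wells for full effect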
* marks the source's active call; other numbers are inactive results; nt = no result given. This is a random part of the collection (roughly 4.2% active in at least one column).

Structure,C8 TRAIL sens,KKLEB cytotox,NR5A2 inv ag,LMP1 NFkB inh,SRC3 inh,NCOA2 inhibitor,NCOA1 inh,COUP-TFII inh,TWEAK Fn14 block,TROY signal inh,CF NFkB inh
CN1/C(=C\C(=O)COC(=O)CNC(=O)c2ccc3ccccc3c2)C(C)(C)c2ccccc21,3,3,-3,6,0,17,2,12,13,30,-3
CN(c1ccccc1C(=O)NCc1ccccn1)S(C)(=O)=O,-3,-12,10,2,-1,11,2,-5,9,29,13
Cc1occc1C(=O)Nc1cccnc1,-2,2,-3,-11,-3,-7,-3,-16,5,5,2
CCOC(=O)c1c(C)c(C(=O)NCc2ccc3c(c2)OCO3)c(C)n1CC,-1,-3,4,14,8,16,3,5,-15,-5,18
O=C(NCc1ccco1)c1ccc(Cl)cc1[N+](=O)[O-],-9,-7,-2,2,-4,5,14,15,7,1,3
CCN(CC)CCOCCOC(=O)C(CC)(CC)c1ccccc1,-1,4,1,nt,11,4,3,7,3,7,-2
CCOC(=O)/C=C(\C)Sc1cc(O)c2ccccc2c1O,72*,-43,18,-1,-9,-60,0,-15,96*,31,88*
Cc1ccc2[nH]c(=O)c(CN(CCCO)C(C)c3nnnn3Cc3ccco3)cc2c1 (stereo not drawn),-3,0,16,-6,7,4,3,-20,2,21,-3
O=C(COC(=O)c1ccccc1[N+](=O)[O-])NCCCc1ccccc1,-10,8,6,-2,-13,-11,-21,0,-20,-39,-11
CC(C(=O)NCc1cccc(Cl)c1)N1C(=O)c2ccccc2C1=O (stereo not drawn),3,-2,-16,-7,4,-5,8,0,10,-5,13
COc1cccc(/C=C/C(=O)OCC(=O)NCc2ccco2)c1OC,-8,4,9,-38,0,-21,-23,3,11,-10,18
CCOc1ccc(NC(=O)CN(C)C(=O)CSCc2c(C)noc2C)cc1OCC,2,2,12,10,2,15,5,-7,-9,2,-9
COc1cccc(-c2nc(N3CCN(C)CC3)c3ccccc3n2)c1O,-4,2,3,-23,-5,-57,-4,-19,-17,-48,-25
CC(C)OCCCn1c(=NC(=O)c2ccncc2)c(C#N)cc2c(=O)n3ccccc3nc21,-12,-13,3,3,1,-10,4,-12,9,-7,-1
CCCN(CCC)CC(O)COc1ccc([N+](=O)[O-])cc1 (stereo not drawn),-10,4,0,1,-11,-12,4,10,-9,-9,-7
Cn1c(=O)[nH]c(=O)c2c1nc(Sc1ncccn1)n2CCCc1ccccc1,5,4,-8,5,9,16,-15,0,0,10,10
CC1(C(=O)NCc2ccccc2)Cc2c(-c3ccccc3)ccnc2O1 (stereo not drawn),24,-9,20,nt,2,3,3,6,3,-1,-11
COc1cc(CN2CCC(C(=O)N3CCN(c4ccccc4F)CC3)CC2)cc(OC)c1OC,12,1,15,4,-10,9,2,0,-12,11,2
Cc1cc(C)c(S(=O)(=O)N2CCN(C(=O)N(C)C)CC2)c(C)c1,13,-5,-27,-8,11,-5,-18,8,-4,-1,11
Cc1ccc(NC(=O)c2nnn(CC(=O)Nc3ccc4c(c3)OCO4)c2N)cc1C,18,15,-6,-5,-12,5,-16,-10,-33,-43,-38
O=C(CNC(=O)c1ccc(Br)o1)NCc1ccc(Cl)cc1Cl,-4,1,7,-5,6,-11,1,16,-10,0,-13
CCN(CC)CCCn1c(C)cc2c(c1=O)C(c1ccccc1)C(C#N)=C(N)O2 (stereo not drawn),-7,-1,-3,-6,6,-16,-25,12,12,-9,9
O=C(c1ccccc1-c1ccccc1)N1CCCC1,-10,6,10,-6,0,31,8,21,9,-6,5
O=C1Nc2ccccc2S/C1=C/Nc1cccc(Cl)c1,-2,-22,-25,-24,0,-67,-62,-1,-12,-33,12
CCOc1ccc(-c2nnn(CC(=O)NCc3ccc(F)cc3)n2)cc1OCC,13,-3,14,-10,8,6,-3,16,4,-15,-3
CC1(C)CC(=O)C2=C(C1)N(c1ccccc1)C(=O)CC2c1ccsc1 (stereo not drawn),-9,-1,24,2,-14,-8,2,-2,-8,10,2
NC(=O)c1ccc(C(F)(F)F)cn1,-3,1,-14,-3,9,-15,-18,-12,-7,-18,-21
COc1ccc(C(C#N)=Cc2cccc(OC)c2OC)cc1,18,1,6,-6,-24,-37,-25,-18,-16,-36,-17
Cc1cccc(C(=O)Nc2ccccc2SCC(=O)Nc2ccc(C)c(Cl)c2)c1,21,-42,-4,-8,-15,-25,-44,-15,-40,-17,48
O=C(OCC(=O)N1CCN(c2ccccc2)CC1)c1ccccc1OC(F)F,-15,-10,20,-7,-2,-15,-30,-11,-2,-13,20
O=C(COC(=O)C1CCCCC1)NCc1ccc(Cl)cc1,-13,-1,18,7,-4,6,-4,10,-10,8,-2
COC(=O)C1C(=O)C=C(Nc2ccc(F)cc2)CC1c1ccc(OC)cc1 (stereo not drawn),-5,8,-43,-10,-29,-41,-39,-11,-13,-45,2
C/C(N)=C(/C#N)C(=O)CSc1ccc2c(c1)OCCO2,43,3,-67,-20,-55,-42,-75,-32,-27,-42,11
O=C(CCCSc1nc2ccccc2[nH]1)N1CCN(c2ccc([N+](=O)[O-])cc2)CC1,15,-8,8,19,15,24,14,-7,50*,37,2
COC(=O)C1=C(O)/C(=C/c2ccc(OCC(=O)Nc3ccc(OC)cc3)cc2)N=C1C,-19,4,12,0,-12,-48,-6,-6,10,-2,9
CC1Nc2ncnc(N3CCOCC3)c2N(Cc2ccc(Cl)cc2)C1=O (stereo not drawn),28,-21,10,-4,15,0,3,0,9,3,-8
O=C1c2ccccc2C(=O)N1CC(O)COc1cccc2ccccc12 (stereo not drawn),-16,-3,-21,nt,3,-20,-12,-5,-12,-10,-11
CCCC1CCC(c2ccc(C(N)=O)cc2)CC1 (stereo not drawn),12,0,9,-7,8,-21,5,-6,5,8,5
CC(C)CC[n+]1ccccc1/C=C/c1ccc(N(C)C)cc1,44,-15,91*,36,76*,16,57,86*,48,34,-41
CCOc1ccc(NC(=O)CSc2nc3[nH]ncc3c(=O)n2-c2ccccc2OC)cc1,-7,7,1,11,6,-26,-1,-1,7,-19,-6
CCS(=O)(=O)N1CCN(c2c(Cl)cccc2[N+](=O)[O-])CC1,-3,-3,-4,9,5,-3,-5,0,5,10,20
NC(=S)NN=CCn1cc([N+](=O)[O-])c(=O)[nH]c1=O,-11,-5,17,-1,3,-2,-5,-6,24,-2,3
CSCCC(NS(=O)(=O)c1ccc(C)cc1)C(=O)N1CC=C(c2ccccc2)CC1 (stereo not drawn),1,5,3,2,11,3,-10,-1,8,1,14
Nc1c(Cl)cc(-c2cn(CCC(=O)O)c(-c3ccncc3)n2)cc1Cl,6,-4,3,-2,-8,-16,-15,-19,4,-8,-4
CCOC(=O)N1CCN(C(=O)CN(CC)S(=O)(=O)c2cc(C)ccc2OC)CC1,1,23,21,0,7,-13,17,6,-12,15,-20
O=C(c1cccc(COCC(F)(F)C(F)F)c1)N1CCN(c2ccccc2)CC1,-30,1,0,-3,4,6,-66,15,3,-1,6
Cc1c(OCC(=O)N[C@@H](CSCc2ccccc2)C(=O)O)ccc2c3c(c(=O)oc12)CCC3,9,-11,9,5,-5,-7,-23,-4,5,-8,1
O=C(NCc1cc(C(F)(F)F)ccc1Cl)c1cccc2c1C(=O)c1ccc(N3CCCCC3)cc1S2(=O)=O,9,-7,-8,-6,2,-15,-2,-3,1,3,-5
CCCCOc1cc(CC2CNC(=O)N2)ccc1OC (stereo not drawn),-3,-12,-8,0,-19,-2,-6,-13,18,13,23
O=C(OCc1cc2ccccc2[nH]c1=O)c1ccncc1,1,6,-9,-4,2,-17,-33,5,8,14,3

Going on with the list:
Structure,C8 TRAIL sens,KKLEB cytotox,NR5A2 inv ag,LMP1 NFkB inh,SRC3 inh,NCOA2 inhibitor,NCOA1 inh,COUP-TFII inh,TWEAK Fn14 block,TROY signal inh,CF NFkB inh
COc1ccc(OC)c(C2=NS(=O)(=O)N(C)C(C(=O)Nc3cccc(C(C)=O)c3)=C2)c1,-20,-2,14,1,7,19,20,18,-10,11,-8
COc1ccc(OC)c(/C=N/NC(=O)C(=O)N2CCCCCC2)c1,22,21,7,7,4,-5,0,-25,8,-3,-27
Cc1ccccc1NC(=S)NCCc1c[nH]c2ccccc12,0,8,24,2,6,-2,-6,7,-16,-9,-4
CC(=O)c1ccc(NC(=O)c2cc(S(=O)(=O)N3CCOCC3)ccc2C)cc1,1,-3,8,3,12,21,10,7,0,-1,-12
CCc1nc(SCC(=O)Nc2ccc(N(CC)CC)cc2)n[nH]1,1,-9,-7,5,-3,9,9,11,8,8,-6
O=C1NC(=Nc2ccccc2Cl)S/C1=C\c1cccc([N+](=O)[O-])c1O,9,-12,11,12,0,7,22,21,5,3,0
CO[C@H]1CC[C@@]2(C)[C@@H](CC[C@@H]3[C@@H]2CC[C@@]2(C)[C@H]3C[C@H](C(=O)N[C@@H](CCCN=C(N)N)C(=O)NCC(=O)N[C@@H](CC(=O)O)C(N)=O)O[C@]23CCCO3)C1,-4,15,-6,-1,-7,nt,-21,nt,-9,-4,-5
Cc1ccc(C)c(N2N=C(C(=O)OCC(=O)N(C)c3ccccc3)CCC2=O)c1,-5,9,8,-5,12,-5,-33,4,6,17,1
CN(Cc1ccccc1)C(=O)c1[nH]c(C(F)(F)F)nc1-c1ccccc1,-14,-11,-18,nt,13,7,8,-4,-3,4,-13
CCC(CC)Nc1ccc(C(CC(N)=O)NC(=O)Cc2ccc(Br)cc2)cc1[N+](=O)[O-] (stereo not drawn),1,-39,-37,5,16,5,-23,4,15,10,9
CCOc1ccccc1N1CCN(C(=O)/C=C/c2cccc([N+](=O)[O-])c2)CC1,-15,6,-6,-6,-6,-14,-2,-4,1,10,25
O=C(NC1CCCC1)c1ccc(CSc2nc3ccncc3n2Cc2ccc(F)cc2)cc1,-3,-6,-16,10,-16,2,-10,-13,3,-2,6
CCCn1cnnc1CNC(=O)C1CCC(=O)N(CCCc2ccccc2)C1 (stereo not drawn),2,-2,-10,-3,-1,-41,11,-14,6,20,6
CC1(C)CC(C(CC(=O)O)c2ccccc2)CCO1 (stereo not drawn),-7,-13,11,-3,15,-4,-15,2,7,-8,16
Cc1cc(C)n(CC(=O)NNC(=O)c2ccc(S(C)(=O)=O)cc2)n1,-1,-16,5,-18,7,-15,-74,9,4,2,7
O=C(c1ccc(COc2ccccc2Br)o1)N1N=C(C(F)F)CC1(O)C(F)F (stereo not drawn),15,-8,4,1,16,21,7,5,-18,8,3

Reformatted field by field: two of the compounds above.
CCOc1ccccc1N1CCN(C(=O)/C=C/c2cccc([N+](=O)[O-])c2)CC1
  C8 TRAIL sens: -15
  KKLEB cytotox: 6
  NR5A2 inv ag: -6
  LMP1 NFkB inh: -6
  SRC3 inh: -6
  NCOA2 inhibitor: -14
  NCOA1 inh: -2
  COUP-TFII inh: -4
  TWEAK Fn14 block: 1
  TROY signal inh: 10
  CF NFkB inh: 25

O=C(NC1CCCC1)c1ccc(CSc2nc3ccncc3n2Cc2ccc(F)cc2)cc1
  C8 TRAIL sens: -3
  KKLEB cytotox: -6
  NR5A2 inv ag: -16
  LMP1 NFkB inh: 10
  SRC3 inh: -16
  NCOA2 inhibitor: 2
  NCOA1 inh: -10
  COUP-TFII inh: -13
  TWEAK Fn14 block: 3
  TROY signal inh: -2
  CF NFkB inh: 6
